# Screening results as filed in PubChem BioAssay.
# FBW7 activator: FBW7 E3 ligase activators, primary screen, biochemical, AlphaScreen, human; F-box/WD repeat-containing protein 7 (Homo sapiens), Q969H0; AlphaScreen FBW7–phospho-cyclin E peptide binding, activator screen; normalized activity (activation), % at 26.1 µM; actives 0.13% (n = 650,000); AID 1259310, 2017; in the data active = normalized activity above about 1.9%;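 also: purified mutant Fbw7 with reduced substrate affinity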
# Target sequence (Q969H0 whole entry, looked up): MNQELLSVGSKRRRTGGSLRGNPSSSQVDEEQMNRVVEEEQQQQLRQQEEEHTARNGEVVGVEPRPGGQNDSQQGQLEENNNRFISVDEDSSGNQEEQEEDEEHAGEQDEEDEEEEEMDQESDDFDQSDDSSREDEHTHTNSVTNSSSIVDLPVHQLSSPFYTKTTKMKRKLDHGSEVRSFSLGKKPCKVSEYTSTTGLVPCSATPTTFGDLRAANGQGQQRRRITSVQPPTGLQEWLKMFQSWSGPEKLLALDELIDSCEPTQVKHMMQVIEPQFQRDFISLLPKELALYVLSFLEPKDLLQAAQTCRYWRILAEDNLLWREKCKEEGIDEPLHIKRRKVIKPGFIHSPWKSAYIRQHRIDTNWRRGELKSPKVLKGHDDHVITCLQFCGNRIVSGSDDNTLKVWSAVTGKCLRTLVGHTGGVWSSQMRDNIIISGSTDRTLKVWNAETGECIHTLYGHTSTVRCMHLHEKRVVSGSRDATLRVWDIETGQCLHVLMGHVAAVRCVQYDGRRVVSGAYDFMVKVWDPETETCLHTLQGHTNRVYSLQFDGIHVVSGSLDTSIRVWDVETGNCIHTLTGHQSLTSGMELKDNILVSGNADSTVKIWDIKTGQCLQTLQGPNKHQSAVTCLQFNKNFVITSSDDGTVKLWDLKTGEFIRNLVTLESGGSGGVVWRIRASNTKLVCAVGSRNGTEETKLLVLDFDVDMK
# MITF inh: MITF inhibitors, primary screen, biochemical, AlphaScreen, human | actives 0.91% (n = 650,000) | Microphthalmia-associated transcription factor (Homo sapiens), O75030 | inhibition, % at 2.6 µM | AlphaScreen MITF homodimerization, bead proximity signal; in the data active = inhibition above about 50%;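 also: 0% = vehicle wells with protein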
# GPR151 activ: activators of human GPR151, primary screen, cell-based, PathHunter beta-arrestin, luminescence | PathHunter beta-arrestin GPR151 cells | G-protein coupled receptor 151 (Homo sapiens), Q8TDV0 | activation, % at 11.2 µM | actives 1% (n = 650,000); in the data active = activation above about 4.9%;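 also: 0% = median of compound wells and 100% = cells with positive control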
# Target sequence (Q8TDV0 whole entry, looked up): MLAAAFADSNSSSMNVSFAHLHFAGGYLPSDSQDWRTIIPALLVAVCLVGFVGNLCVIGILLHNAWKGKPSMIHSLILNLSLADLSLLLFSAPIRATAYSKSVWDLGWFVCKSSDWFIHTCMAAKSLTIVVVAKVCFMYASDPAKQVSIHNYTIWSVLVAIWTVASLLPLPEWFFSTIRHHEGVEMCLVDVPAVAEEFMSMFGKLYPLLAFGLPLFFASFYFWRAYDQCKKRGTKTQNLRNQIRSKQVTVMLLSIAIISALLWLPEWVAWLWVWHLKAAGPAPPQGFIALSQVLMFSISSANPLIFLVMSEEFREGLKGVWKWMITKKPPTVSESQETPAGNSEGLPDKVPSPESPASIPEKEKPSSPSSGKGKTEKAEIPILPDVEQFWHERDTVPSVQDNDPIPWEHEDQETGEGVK
# TEAD-YAP inh: TEAD-YAP interaction inhibition, primary screen, TEAD-YAP interaction inhibitor project, luminescence, HEK-TIYL cells; TEAD-Gal4/YAP UAS-luciferase luminescence; inhibition, % at 9.12 µM; actives 1.4% (n = 640,000); AID 1259422, 2018; in the data active = inhibition above about 32%;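 also: 0% = median of test compound wells and 100% = reference inhibitor wells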
# Active calls of the source: *; nt = not tested or not shown; & = joins results of further samples.
SMILES,FBW7 activator,MITF inh,GPR151 activ,TEAD-YAP inh
O=C(NCC(c1cccnc1)N1CCc2ccccc2C1)c1cccc(F)c1 (stereo unspecified),-0.1,-10,-1.8,-4
CC(C)(C)C(=O)COC(=O)c1cccc(F)c1,0.1,12,-0.2,6
CC1(C)Nc2ccccc2C(=O)N1c1ccccc1,-0.1,-4,-2.2,-23
CCC(Sc1nc2n[nH]c(C)c2c(=N)n1-c1ccc(OC)cc1)C(=O)Nc1ccccc1OC (stereo unspecified),0.1,0,-1.2,11
COc1ccc(C(=O)CN2C(=O)C(C)(C)Oc3ccc(C(=O)Nc4ccccc4)cc32)cc1,-0.1,-4,0.3,-27
O=C(c1ccccc1-c1nc(-c2ccc(Cl)cc2)no1)N1CCCC1,0.5,10,-0.6,-56
Nc1ccc(Nc2ccccc2N)cc1,0.5,20,0.8,4
Cc1ccc(C)c(NC(=O)CSC2=C(C#N)C(c3ccco3)C3=C(CCCC3=O)N2)c1 (stereo unspecified),-0.2,-2,-1.3,-4
O=C1CC(c2ccc(F)cc2)C(n2cncn2)C(O)=C1C1NCCc2ccccc21 (stereo unspecified),0.4,-1,-2.6,-8
NC(=O)/C(=C\c1ccccc1F)NC(=O)c1ccccc1,0.7,10,-1.8,-16
c1cncc(Nc2nccc(Nc3ccc(N4CCOCC4)cc3)n2)c1,-0.2,2,-0.7,2
O=C(Nc1ccc(Oc2ccccc2)cc1)C1C2C=CC3(O2)C1C(=O)N(Cc1ccccc1F)C3C(=O)NC1CCCCC1 (stereo unspecified),-0.1,-7,0.0,-7

# Reprinted from the part before: 2 compounds, then new ones.
SMILES,FBW7 activator,MITF inh,GPR151 activ,TEAD-YAP inh
c1cncc(Nc2nccc(Nc3ccc(N4CCOCC4)cc3)n2)c1,-0.2,2,-0.7,2
O=C(Nc1ccc(Oc2ccccc2)cc1)C1C2C=CC3(O2)C1C(=O)N(Cc1ccccc1F)C3C(=O)NC1CCCCC1 (stereo unspecified),-0.1,-7,0.0,-7
O=C(NC1CCCCC1)c1ccc2nc(-c3cccs3)c(-c3cccs3)nc2c1,0.1,-6,1.0,9
COc1ccc(Br)cc1CN1CCCC(C(N)=O)C1 (stereo unspecified),-0.1,-3,0.7,3
COCC(=O)NNC(=O)c1ccc(OC(C)C)cc1,-0.1,2,-0.5,1
O=C(CN1CCN(S(=O)(=O)c2ccc(F)cc2)CC1)Nc1ccc(F)cc1,0.1,17,1.2,-6
CCc1ccc(NS(=O)(=O)c2cc3c(cc2C)NC(=O)CO3)cc1,0.2,3,0.0,13
COCc1cc(CN2CCN3C(=O)[C@@H](Cc4ccc(O)cc4)NC(=O)[C@H]3C2)ccc1OC,-0.4,-6,-0.1,2
O=C(NNC(=O)c1ccc(Br)cc1)Nc1ccc(Cl)c(Cl)c1,0.0,10,1.5,0
O=C(c1cccs1)N1CCN(Cc2c[nH]c3ccccc23)CC1,0.0,35,0.0,11
COc1cccc(OC)c1NC(=O)CC(Cc1ccc(Cl)cc1)C(=O)O (stereo unspecified),0.1,10,5.0*,-6
COc1ccc2c(c1)c(C(=O)CNC1=NCCS1)c(C)n2C,-0.1,-2,-0.6,3
CCc1c(C)sc(NC(NC(=O)c2ccccc2F)(C(F)(F)F)C(F)(F)F)c1C#N,0.0,-6,0.2,15
COc1ccc(NC(=O)C(c2ccc(C)cc2)N(C)C(=O)Cc2cccs2)cc1 (stereo unspecified),-0.1,4,-2.0,-8
C=CCn1c(SCCC)nc(O)cc1=O,0.1,12,-0.3,10
Cc1nc(NCc2ccc3c(c2)CCO3)sc1-c1ccn(CC2CCCN(C)C2)n1 (stereo unspecified),-0.2,2,1.3,2
O=C(NCC1COc2ccccc2O1)c1ccc(=O)[nH]c1 (stereo unspecified),0.0,-3,3.6,1
COc1cc(/C=C2/C(=N)N3N=C(C(C)C)SC3=NC2=O)ccc1OCc1ccccc1F,-0.1,-3,-1.0,-41
CC(C)CC(=O)NCC(c1cccs1)S(=O)(=O)c1cccs1 (stereo unspecified),0.1,2,1.1,3
O=C(Nc1ccc(Oc2ccc3ccccc3c2Br)c(Cl)c1)c1cc(Br)cc(Br)c1O,-0.1,-6,1.0,3
COc1ccc(C)cc1S(=O)(=O)N(CC(=O)N1CCCC1)c1ccc(C)cc1,-0.1,11,0.1,3
COC(=O)c1c(NC(=O)c2ccc(C(C)(C)C)cc2)sc(C(=O)N(C)C)c1C,-0.1,-5,3.1,-5
COc1cccc(C(=O)N2CCN(c3ccc([N+](=O)[O-])c(NCc4ccccc4)c3)CC2)c1,-0.2,-2,-1.6,-16
O=C(Nc1ccc(OC(F)(F)F)cc1)C(C(F)(F)F)C(F)(F)F,0.5,9,-0.4,5
O=C(Nc1nc2ccc3ccccc3c2s1)c1ccc(Cl)cc1,-0.1,2,1.6,-2
CCn1c(O)c(C=Nc2cc(C(F)(F)F)ccc2O)c(=O)n(CC)c1=S,0.9,10,0.3,5
CCOC(=O)N1CCN(C(=O)Cn2c(C)cc3ccccc3c2=O)CC1,0.2,9,0.7,13
CCCOC(=O)c1ccc(NC(=O)c2ccccc2OC)cc1,0.0,4,0.5,-7
Cn1c(SCC(=O)Nc2ccc(S(N)(=O)=O)cc2)nnc1-c1ccccn1,-0.3,8,0.6,3
COc1ccc(CNC(=O)Cn2cc3c(n2)CCCCC3)cc1,0.1,9,0.6,-6
Cc1ccccc1OCC(O)CN(C)C (stereo unspecified),-0.1,-11,3.0,10
C[C@@H]1CCC2[C@](C)(CO)[C@@H](O)CC[C@]2(C)[C@@]12CCC(CO)(CCO)O2 (stereo partly specified),-0.1&0.0,1&7,-0.4&0.9,2&12
COC(CNC(=O)c1ccc(N2CCN(c3ccccn3)CC2)c([N+](=O)[O-])c1)OC,0.0,13,-0.3,7
Nc1ccccc1SC1CC(=O)N(c2ccc(Br)cc2)C1=O (stereo unspecified),0.1,-1,-0.1,-5
N#CC1(c2ccc(I)cc2)CCCC1,0.1,-2,-0.9,-3
CC(=O)Nc1ccc(NCN2C(=O)C3C4CCC(C4)C3C2=O)cc1 (stereo unspecified),0.1,-11,-0.5,7
Cc1ccc(O)c(C2NC(=O)c3c(sc(C)c3C)N2)c1 (stereo unspecified),0.1,-2,-0.4,-22
CNC(=O)C(=O)N/N=C/c1ccccc1,-0.1,-2,1.5,-10

# The closing two records of the section above are carried over, then new ones follow:
SMILES,FBW7 activator,MITF inh,GPR151 activ,TEAD-YAP inh
Cc1ccc(O)c(C2NC(=O)c3c(sc(C)c3C)N2)c1 (stereo unspecified),0.1,-2,-0.4,-22
CNC(=O)C(=O)N/N=C/c1ccccc1,-0.1,-2,1.5,-10
Cc1cccc(-n2c(/C=C/c3ccc(OCc4ccc(Cl)c(Cl)c4)cc3)nc3ccccc3c2=O)c1,0.0,-2,0.5,0
O=C(NCc1ccc(F)cc1)c1cnn2ccccc12,-0.2,-2,-0.4,-38
Cc1cc(C)c2c(n1)sc1c(=O)n(CC(=O)NCc3ccc(Cl)cc3)cnc12,0.5,19,-1.7,4
Cc1ccc([N+](=O)[O-])cc1Nc1ccc2nonc2c1[N+](=O)[O-],0.5,18,0.8,6
COc1ccc(NC(=S)NC(=O)c2ccccc2F)c(OC)c1,-0.1,-13,-1.7,-23
O=C(CN1Cc2ccccc2C1=O)Nc1ccc2c(c1)OCO2,0.1,2,1.6,-19
Cc1ccc2cc(CCNC(=O)c3ccc4c(c3)OCO4)c(=O)[nH]c2c1,0.1,3,-1.4,0
O=S(=O)(c1ccc(Br)cc1)N1CCCC(Nc2cccc3cnccc23)C1 (stereo unspecified),-0.5,18,-1.4,-5
CCOc1ccccc1Nc1nnc(Cc2ccc(OC)cc2)c(=O)[nH]1,0.1,24,-0.6,3
O=C(Cn1cnc2ccccc2c1=O)NCCC(=O)N1CCN(c2cccc(Cl)c2)CC1,0.1,-3,-0.4,2
Cc1ccnc(NC(=O)c2ccc(N3C(=O)CCC3=O)cc2)c1,-0.3,0,-2.0,-16
Cc1cc(C)c(C#N)c(SCC(=O)c2ccc(-c3ccc(C(=O)CSc4nc(C)cc(C)c4C#N)cc3)cc2)n1,0.1,-7,-1.1,4
COc1ccc(C(=O)O/N=C(\c2ccncc2)c2ccc([N+](=O)[O-])cc2)cc1OC,0.1,14,-0.5,4
COc1ccc(/C=C(\NC(=O)c2ccc(C)cc2)C(=O)NC2CCCCC2)cc1,0.0,3,-0.1,-8
COc1ccccc1N1CCN(C(CNC(=O)C(C)(C)C)c2cccnc2)CC1 (stereo unspecified),0.3,14,1.4,8
Cc1ccc(-c2nnc(C3CCN(S(=O)(=O)c4ccc([N+](=O)[O-])cc4)CC3)o2)cc1,0.0,5,-0.8,8
Nc1nc(CSc2ncnc3nc[nH]c23)nc(Nc2ccccc2)n1,-0.1,2,1.4,0
Cc1cccc(OCC(=O)N2CCN(C(=O)c3cccnc3)CC2)c1,-0.1,19,0.4,2
CC(C)CCNC(=O)c1cc(Sc2ccccc2Cl)nc2ccccc12,0.1,10,-1.2,-2
CC(C)(C)NCCCNc1ncnc2cc(-c3ccc(F)cc3)sc12,0.3,-8,0.7,-23
Cn1c(=O)c2c(nc(NCc3cccnc3)n2Cc2cccc3ccccc23)n(C)c1=O,1.7,8,0.4,-8
COc1cccc(OCCCOc2ccc(/C=C3/C(=N)N4OC(C)=CC4=NC3=O)cc2)c1,-0.1,2,0.3,-5
CCOC(=O)Cc1csc(NC(=O)CSc2nc3cc4c(cc3cc2C)OCO4)n1,-0.1,-9,-0.3,-2
CC(C)Oc1ccccc1NC(=O)C1OC2OC3(CCCCC3)OC2C2OC3(CCCCC3)OC12 (stereo unspecified),0.0,-4,-0.6,3

# Reformatted with two lines to a compound: part of the list above
# Results follow in this order: FBW7 activator | MITF inh | GPR151 activ | TEAD-YAP inh
> O=C(Nc1nc2ccc3ccccc3c2s1)c1ccc(Cl)cc1
→ -0.1 | 2 | 1.6 | -2
> CCn1c(O)c(C=Nc2cc(C(F)(F)F)ccc2O)c(=O)n(CC)c1=S
→ 0.9 | 10 | 0.3 | 5
> CCOC(=O)N1CCN(C(=O)Cn2c(C)cc3ccccc3c2=O)CC1
→ 0.2 | 9 | 0.7 | 13
> CCCOC(=O)c1ccc(NC(=O)c2ccccc2OC)cc1
→ 0.0 | 4 | 0.5 | -7
> Cn1c(SCC(=O)Nc2ccc(S(N)(=O)=O)cc2)nnc1-c1ccccn1
→ -0.3 | 8 | 0.6 | 3
> COc1ccc(CNC(=O)Cn2cc3c(n2)CCCCC3)cc1
→ 0.1 | 9 | 0.6 | -6

# Further structures follow:
SMILES,FBW7 activator,MITF inh,GPR151 activ,TEAD-YAP inh
CC(=O)Oc1ccc(N(C(C)=O)S(=O)(=O)c2ccc(Cl)cc2)cc1,-0.2,-9,-0.4,1
COCCNC(=O)/C=C/c1ccccc1Cl,0.0,-15,-1.4,-11
O=C1Cc2cc(S(=O)(=O)N3CCCC(C(=O)O)C3)ccc2N1 (stereo unspecified),-0.1,0,0.0,-4
Cc1ccc2[nH]c(=O)c(CN(C(=O)N3CCOCC3)C3CC3)cc2c1,-0.1,-15,-0.3,9
Brc1cccc(C2CC(c3cccs3)n3ncnc3N2)c1 (stereo unspecified),0.3,11,-0.1,-2
COc1cccc(NC(=O)/C=C/c2ccc(Cl)c([N+](=O)[O-])c2)c1,-0.1,-5,0.0,-3
Cc1nn(C(=O)c2cccnc2)c(C)c1Sc1ccc(Cl)cc1,0.0,-5,-0.6,-6
CCN(CC)c1nc(C)nc2sc(C(=O)Nc3c(F)cccc3F)c(C)c12,0.0,-11,-0.4,-32
O=c1oc(/C=C/c2ccc([N+](=O)[O-])cc2)nc2ccc(Br)cc12,0.1,-14,1.1,-3
COc1ccccc1C1/C(=C(/O)c2ccc(Cl)cc2)C(=O)C(=O)N1Cc1cccnc1 (stereo unspecified),0.4,1,-0.1,9
COc1ccc(S(=O)(=O)n2c(SCc3ccccn3)nc3ccccc32)cc1,-0.1,-2,1.8,-9
O=C(Cn1c(=S)[nH]c2ccccc2c1=O)NCc1ccccc1Cl,-0.1,-3,-1.2,10
CCOC(=O)c1cnc2c(Cl)c(Cl)ccc2c1NCCOC(=O)c1cccnc1,0.0,-3,-1.8,0
O=C1[C@H]2[C@H]3[C@H](O)[C@H](O)C/C(=N\OC[C@@H](O)COCc4ccco4)[C@H]3CC[C@H]2C(=O)N1c1ccc(F)cc1F,0.2,20,-0.7,nt
CC1=CC(=C2N=C(c3ccccc3)OC2=O)C=C(C)O1,0.5,3,-0.4,-4
Cc1nn2c(-c3ccccc3)csc2nc1=O,-0.2,-7,2.0,10
Cc1cccc(C)c1OCC(=O)Nc1ccc(S(=O)(=O)N2CCCCC2)cc1,-0.1,7,1.3,5
COc1ccc(C)cc1NC(=O)CCN1CCN(C)CC1,0.0,-3,-0.8,8
O=C1NC(c2ccco2)Nc2sc3c(c21)CCCC3 (stereo unspecified),-0.1,14,0.5,-7
CC(C)(C)c1cnnn1-c1ccc(N2C(=O)c3ccccc3C2=O)cc1,0.1,15,-0.6,-2
N#Cc1ccccc1NC(=O)c1c(O)c2cccc3c2n(c1=O)CCC3,-0.1,-9,-1.6,-1
O=C(O)CCCC(=O)Nc1ccccc1-n1ccnc1,0.0,17,0.4,8
CN1CCN(C(=O)c2ccc(-c3cc(C(=O)NCCOc4ccccc4)ccn3)cc2)CC1,0.0,0,2.8,5
O=C(Nc1ccc2c(c1)OCO2)c1ccc(-c2ccco2)nc1NCc1cccnc1,-0.3,-11,-1.5,-2
Cc1c(N(C)S(C)(=O)=O)c(=O)n(-c2ccccc2)n1C,0.7,11,0.8,-5
